# DT40 TDP1 CPT – growth inhibition of DT40 Tdp1-/-;hTDP1 cells with camptothecin (screen for TDP1 inhibitors) | chicken DT40 Tdp1-/-;hTDP1 cells + 20 nM CPT, ATP luminescence, 48 h | Potency, µM (doses to about 46.2 µM), for inactives: at the highest dose activity change, negative = growth inhibition, actives largely listed as inhibitors | hit rate 12% among 420,000 | AID 686979; active = well fitted inhibition curve with a large enough effect; inconclusive = small, poorly fitted or top-dose-only effect; also: nearly all actives have a fitted effect of over 55% in size
#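 Chicken DT40 Tdp1-/- cells stably complemented with human TDP1 were seeded at 400 cells/well in medium containing 20 nM camptothecin, exposed to pin-transferred compounds, and grown at 37 °C for at least 48 hr. Viability was read as ATP luminescence.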
# The depositor's hits bear a star; ? = inconclusive; [ ] = remark or other dose. % is scaled to controls: 0 for no effect and ±100 for the full control effect; potency is read from the fitted curve at half-maximal effect. An excerpt (hit frequency here may not be typical).
# Start of the data: the first 13 entries, ahead of the listing:
SMILES,DT40 TDP1 CPT
CCc1nc2ccc(C(=O)NCCNC(C)=O)cn2c1N(C)Cc1ccc(OC)cc1,-7%
O=C(COc1ccc([N+](=O)[O-])cc1)NNC(=O)C1COc2ccccc2O1 (stereo not given),-3%
Cc1ncc2c(c1CNC(=O)CN1CCCC1)CCN(C(=O)c1ccc(F)cc1F)C2,-6%[9.04 µM]
CCN(CC)C(=O)C1=C(C)N(Cc2ccc(F)cc2)C(=O)C(CC(=O)NC2CCCC2)C1 (stereo not given),-17%
CCC[C@H]1CN(c2ccccc2)C(=O)[C@@H]1CC(=O)Nc1ccc(OC)cc1,?
O=C1NC(Cc2ccccc2)c2nc3ccc(Br)cc3c(=O)n2-c2cc3ccccc3cc21 (stereo not given),?
CC(=O)Oc1ccc2c(c1)C(=O)CCCCCC(=O)O2,-7%
COCCCNc1ccn2nc(-c3ccc(OCc4ccccc4)cc3)cc2n1,16µM*
CO[C@H]1CN(C)C(=O)c2cc(NC(=O)C3CCOCC3)ccc2OC[C@H](C)N(Cc2nccs2)C[C@H]1C,1%
CC(=O)N1CC2(CC(c3ccc(Cl)cc3Cl)=NO2)CN1c1cccc(Cl)c1 (stereo not given),?
COc1ccc(CC(=O)N(CCC2=CCCCC2)c2c(N)n(Cc3ccccc3)c(=O)[nH]c2=O)cc1,?
O=C(NCc1ccc(F)cc1F)[C@@H]1CCCN1C(=O)[C@@H]1CCCN1C(=O)c1cccs1,?
CC(C)(C)c1ccccc1NC(=O)Nc1nc(C(N)c2ccccc2Cl)cs1 (stereo not given),?

# Main list, from the first entry:
SMILES,DT40 TDP1 CPT
CCc1nc2ccc(C(=O)NCCNC(C)=O)cn2c1N(C)Cc1ccc(OC)cc1,-7%
O=C(COc1ccc([N+](=O)[O-])cc1)NNC(=O)C1COc2ccccc2O1 (stereo not given),-3%
Cc1ncc2c(c1CNC(=O)CN1CCCC1)CCN(C(=O)c1ccc(F)cc1F)C2,-6%[9.04 µM]
CCN(CC)C(=O)C1=C(C)N(Cc2ccc(F)cc2)C(=O)C(CC(=O)NC2CCCC2)C1 (stereo not given),-17%
CCC[C@H]1CN(c2ccccc2)C(=O)[C@@H]1CC(=O)Nc1ccc(OC)cc1,?
O=C1NC(Cc2ccccc2)c2nc3ccc(Br)cc3c(=O)n2-c2cc3ccccc3cc21 (stereo not given),?
CC(=O)Oc1ccc2c(c1)C(=O)CCCCCC(=O)O2,-7%
COCCCNc1ccn2nc(-c3ccc(OCc4ccccc4)cc3)cc2n1,16µM*
CO[C@H]1CN(C)C(=O)c2cc(NC(=O)C3CCOCC3)ccc2OC[C@H](C)N(Cc2nccs2)C[C@H]1C,1%
CC(=O)N1CC2(CC(c3ccc(Cl)cc3Cl)=NO2)CN1c1cccc(Cl)c1 (stereo not given),?
COc1ccc(CC(=O)N(CCC2=CCCCC2)c2c(N)n(Cc3ccccc3)c(=O)[nH]c2=O)cc1,?
O=C(NCc1ccc(F)cc1F)[C@@H]1CCCN1C(=O)[C@@H]1CCCN1C(=O)c1cccs1,?
CC(C)(C)c1ccccc1NC(=O)Nc1nc(C(N)c2ccccc2Cl)cs1 (stereo not given),?
COc1ccc(C(C(=O)NCc2ccccc2)n2c(=O)c(-c3ccco3)nc3ccccc32)cc1 (stereo not given),?
O=C1NC[C@@H](CCCCN2C[C@H](Cc3ccccc3)N(CCc3ccc(O)cc3)C(=O)C2=O)N(CC2CCCCC2)C1=O,-11%
COc1ccc(NC(=O)C2(C)Cc3c(-c4ccc5c(c4)OCO5)ccnc3O2)cc1OC (stereo not given),?
CC(=O)Nc1ccc(CN(C)c2c(C)nc3ccc(C(=O)N(C)Cc4ccco4)cn23)cc1,16µM*
COCOCCn1cc(CN2CCS(=O)(=O)N(Cc3ccc(-c4ccc(Cl)c(Cl)c4)cc3)C(C(C)C)C2=O)nn1 (stereo not given),2.3µM*
CCC1NC(=O)c2cccnc2-n2c1nc1cc(F)ccc1c2=O (stereo not given),-18%
CC(C)N1CCC1(C)C(=O)Nc1cccc2ccccc12 (stereo not given),?
CC(OC(=O)[C@H](C)N=C1NS(=O)(=O)c2ccccc21)C(=O)Nc1ccc(F)c(F)c1F (stereo not given in full),-17%
CN(CC(=O)NC(=O)NC1CCCCC1)CC(=O)Nc1ccccc1C(F)(F)F,?
Cc1cnc(SCc2ccccn2)nc1C1CCCN(C(=O)c2coc3c2C(=O)CCC3)C1 (stereo not given),?
COc1ccc(CCC(=O)N2c3ccccc3N=C(c3ccc(C(F)(F)F)cc3)C2C(=O)NC(C)C)cc1 (stereo not given),23µM*
O=C1NC[C@@H](CCCCN2CCN(CCC3CCCCC3)C(=O)C2=O)N(CC2CCCCC2)C1=O,4%

# (list continues)
SMILES,DT40 TDP1 CPT
COc1ccc(C(C)(O)c2nc(-c3ccc(OC)c(OC)c3)cs2)cc1 (stereo not given),23µM*
Cc1c(C(=O)NCc2ccc(Cl)c(Cl)c2)sc(=O)n1Cc1cccc(F)c1,?
CCN(Cc1ccccc1)N=Nc1ccccc1,-16%
CCc1nc2c(OCc3ccc(F)c(F)c3)cccn2c1N(C)C(=O)C1CC1,21µM*
Cc1cccc(CN2CCN(C3CN(C4CCCC4)S(=O)(=O)C3)CC2)c1 (stereo not given),?
Cc1ccc(S(=O)(=O)NN=C2CCCc3ccccc32)cc1,14%
CCOc1ccc(NC(=O)CC(C)O)cc1 (stereo not given),4%
OCCN1CCN(Cc2ccc3c(c2)CN(Cc2cccc4ncccc24)CCO3)CC1,12%[9.04 µM]
C[C@]12C=CC(=O)C=C1[C@@H](F)C[C@@H]1[C@@H]2[C@@H](O)C[C@@]2(C)[C@H]1CC[C@]2(O)C(=O)CO,?
COc1cccc(-c2nc3nc(C)cc(C)n3c2Nc2ccc3c(c2)OCCO3)c1,?
COc1cccc(CN(C)C(=O)CC[C@H]2O[C@@H](n3cnc4c(NC(=O)c5ccccc5)ncnc43)[C@H](O)[C@@H]2O)c1,-19%
COc1cc(CN2CCOc3ccc(CN4CCC(O)(c5cccnc5)CC4)cc3C2)ccc1F,7%[9.04 µM]
COc1ccccc1CN1CCNC(=O)C1CC(=O)NCCCN1CCOCC1 (stereo not given),-1%
CC(C)C(NS(C)(=O)=O)c1nnc2n1CCN(Cc1cccc3ncccc13)CC2 (stereo not given),-1%
Cc1cnc(-n2ncc(C(=O)NCCc3cccnc3)c2C)nc1-c1ccc(F)cc1,-7%[9.04 µM]
C[C@@H]1CCCCO[C@@H](CN(C)C(=O)CCC(F)(F)F)[C@@H](C)CN([C@H](C)CO)C(=O)c2cc(N(C)C)ccc2O1,-1%
COCc1ccc(CN2CCOc3ccc(C4=Cc5ccccc5C4)cc3C2)o1,1%[9.04 µM]
Cc1noc(C)c1C(=O)N1CCC1(C)C(=O)NS(=O)(=O)c1cccc(OC(F)F)c1 (stereo not given),13%
Cc1ccc(OC(C)C(=O)Nc2cccc(S(=O)(=O)N3CCCCCC3)c2)cc1 (stereo not given),?
CSc1nnc(CCNC(=O)c2ccccc2C(F)(F)F)n1-c1ccc(F)cc1,18%[9.04 µM]
COC(=O)CC(NC1CCN(c2nc(C)c3cc4c(cc3n2)CCC4)CC1)C(=O)OC (stereo not given),14%[9.04 µM]
CN(CC1(C)CCCO1)S(=O)(=O)c1ccc(Cl)c(S(N)(=O)=O)c1 (stereo not given),?
OC1(c2cccnc2)CCN(Cc2ccc3c(c2)CN(Cc2cccc(F)c2F)CCO3)CC1,0%[9.04 µM]
CCOC(=O)[C@]12CCCC=C1N(Cc1ccc(Cl)cc1Cl)C(=O)[C@H](CC(=O)NCc1ccccc1)C2,?
CCCCNC(=O)C1(C)CCN1C(=O)Cc1ccc(OC)cc1 (stereo not given),-21%

# The listing continues.
SMILES,DT40 TDP1 CPT
Cc1cc2nc(-c3ccc(Cl)cc3)c(Cc3cccc(F)c3)n2c(C)c1Br,?
Cc1ccc(-c2cnc3c(c2)C(=O)N([C@H](C)CO)C[C@H](C)[C@@H](CN(C)Cc2ccccc2F)O3)cc1,?
COc1ccc(C(=O)NCCc2nnc3n2CCN(CC2CC=CCC2)CC3)cc1 (stereo not given),-6%
CC(=O)NC(c1ccccc1)c1nc(-c2ccc(F)c(Cl)c2)cs1 (stereo not given),?
COc1ccc(NC(=O)c2cc(-c3ccc(F)cc3OC)n[nH]2)cc1OC,?
Oc1c(N=Nc2nn[nH]n2)ccc2ccccc12,16µM*
COc1ccc(CN2C(=O)C(CC(=O)NC(c3ccccc3)c3ccccc3)CC(C(=O)N(C)C)=C2C)cc1 (stereo not given),?
Nc1sc(-c2ccccc2)cc1C(=O)NCCc1c[nH]c2ccccc12,16µM*
CC1=C(C(=O)N(C(C)C)C(C)C)CC(CC(=O)NC2CCCCC2)C(=O)N1CCCN1CCCC1=O (stereo not given),-4%
CN(C)c1ccc(-c2ccnc3c2CC(C)(C(=O)NCCC(F)(F)F)O3)cc1 (stereo not given),7.3µM*
COCCCn1c(SCC(=O)N2CCCC2=O)nc2ccccc2c1=O,-4%
O=C(Nc1cc(S(=O)(=O)N2CCOCC2)ccc1OCC(F)(F)F)C1CCCC1,0%
CSc1ccc(Cn2c(C)c(C(=O)NCc3ccc4c(c3)OCO4)sc2=O)cc1,?
COc1ccc(-c2cc(C(=O)NCC3CCCCC3)[nH]n2)c(C)c1,?
CCOC(=O)N(C)[C@H]1C[C@H]2c3[nH]c4ccccc4c3CCN2C[C@H]1[C@H](C)O,?
CCOC(=O)[C@]12CCC=C1N(Cc1ccco1)C(=O)[C@H](CC(=O)NCCCCc1ccccc1)C2,?
CCNC(=O)C1(C)CCCN(C(=O)/C=C/c2ccccc2)C1 (stereo not given),3%
Cc1cc(C(=O)NCc2nnc3n2CCN(Cc2ccc4c(c2)Cc2ccccc2-4)CC3)c(C)o1,?
CCn1c(-c2ccccc2F)nc2cc(C(=O)NCc3ccc(C)o3)cc(NC(C)=O)c21,-10%
O=S1(=O)CCN(C2CCCC2)CC1,-5%
CC(C)(C)N1C(=O)c2ccccc2NC(=O)C1C(=O)Nc1ccc(N2CCOCC2)cc1 (stereo not given),-1%
Cc1ccc(NC(=O)C2(C)CCN2C(=O)Cc2ccc(C(C)(C)C)cc2)cc1C (stereo not given),21µM*
Cc1cn([C@H]2C[C@H](O)[C@@H](/C=C/C(=O)NCCc3cccs3)O2)c(=O)[nH]c1=O,3%
CC1(C(=O)Nc2ccc3c(c2)OCCO3)CCN1C(=O)CC1CCCC1 (stereo not given),?
CN(Cc1ccc(Cl)cc1)C(C(=O)NC1CCCCC1)c1ccnc2ccccc12 (stereo not given),?

# Additional entries:
SMILES,DT40 TDP1 CPT
COc1cc(=O)n2c(c1C(=O)N(C)Cc1nonc1C)CCN(C(=O)c1ccc(C)cc1C)CC2,14%
C[C@@H]1CN([C@H](C)CO)S(=O)(=O)c2ccc(Br)cc2O[C@H]1CN(C)S(C)(=O)=O,5%
CCOC(=O)[C@]12CCCC=C1N(Cc1ccc3c(c1)OCO3)C(=O)[C@H](CC(=O)NCCc1ccccc1OC)C2,?
O=C1Nc2ccccc2N=C(c2ccccc2)C1N(C(=O)c1ccnc2ccccc12)c1ccccc1 (stereo not given),?
Cc1ccc2nc(COC(=O)c3cccnc3Cl)cc(=O)n2c1,2%
CN(C)C(=O)CNc1ccn2nc(-c3cccc(Cl)c3)cc2n1,23µM*
CN(C)CCCNc1nc2cc(-c3ccccc3CO)sc2c(=O)n1C,-16%
CCOC(=O)Cc1c(-c2cccc(Br)c2)nc2c3ccccc3ccn12,?
CCCNC(=O)C1(C)CCN(C(=O)c2ccc(C)c(F)c2)C1 (stereo not given),-1%
COc1ccc(N2CC(C)(C)[C@H](CC(=O)Nc3ccc(Br)cc3)C2=O)cc1,?
CCCCNC(=O)CN1C(=O)CSc2ccc(S(=O)(=O)N3CCOCC3)cc21,-2%
Cc1cccc(C)c1NC(=O)C1(C)CCC(=O)N1C1CCN(Cc2ccccc2)CC1 (stereo not given),4%
Cc1ccccc1Cc1nc2cccnc2n1C1CCN(C(=O)CC2NC(=O)c3ccccc32)CC1 (stereo not given),-5%[9.04 µM]
Cc1ccccc1-c1cc2nc(NCc3ccccc3F)n(C)c(=O)c2s1,7.3µM*
CC(C)c1ccc(S(=O)(=O)NCCCN2CCOCC2)cc1,-22%
O=C(NC1CCCC1)N[C@@H]1CC[C@@H](CC(=O)N2CCOCC2)O[C@@H]1CO,2%
CCOC(=O)c1c(NC(=S)SC)sc(C(=O)N2CCc3ccccc3C2)c1C,?
COc1ccc2c(C)cc(=O)oc2c1OCC(O)CN1CCOCC1 (stereo not given),-10%
Cc1cccc(C)c1NC(=O)C(C1CC1)n1c(-c2ccc(=O)[nH]c2)nc2ccccc21 (stereo not given),2%
O=C1Nc2ccccc2-c2nnnn2C1N1CCC(Cc2ccccc2)CC1 (stereo not given),?
O=C(NCc1cccc(C(F)(F)F)c1)c1ccc2sc([C@@H]3O[C@H](CO)[C@H](O)[C@H](O)[C@H]3O)nc2c1,6%
COc1ccc(CN2C(=O)C(CC(=O)NCc3cccs3)CC(C(=O)N(C)C)=C2C)cc1 (stereo not given),-21%
O=C1c2ccccc2CCC12OC2c1ccncc1 (stereo not given),-16%
COC(=O)[C@]1(Sc2ccc(C)cc2)CC(=O)N[C@@H]1c1ccco1,-26%
O=S1(=O)CC(N2CCSCC2)CN1Cc1cn(Cc2cccc(Cl)c2)nn1 (stereo not given),1%

# The list continues:
SMILES,DT40 TDP1 CPT
N#Cc1cccc(C(=O)C(=O)N2CCCN(Cc3ccc(F)cc3)CC2)c1,-11%
Cc1cc2c(cc1C)-n1nnnc1C(N1CCN(c3ncccc3C#N)CC1)C(=O)N2 (stereo not given),?
CCc1nc2ccc(C(=O)Nc3cccc(OCC(=O)N(C)C)c3)cn2c1N(C=O)Cc1ccc(OC)cc1,?
O=C(N/C(=C/c1cccc(Br)c1)C(=O)N1CCOCC1)c1ccco1,-2%
O=c1[nH]cc(Cc2ccccc2)c(=O)[nH]1,0%
CSCc1cc(C(=O)NC2CC2)c(N)s1,?

# Source: PubChem BioAssay (National Center for Advancing Translational Sciences (NCATS))
